M1 antag: blocks human M1 muscarinic receptor; P11229; AID 588852; 1.3% of 360,000 active; CHO-K1 hM1, Fluo-8 calcium fluorescence, ACh EC80 antagonist; inhibition, % at 3 µM;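 active = percent inhibition above its own plate's cutoff, namely the mean of that plate's compound wells plus 3 SD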;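 note: peak over basal fluorescence ratio during 140 s after agonist addition; 0% = ACh EC80 plus DMSO and 100% = DMSO alone without agonist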
Target sequence (P11229 whole entry, looked up): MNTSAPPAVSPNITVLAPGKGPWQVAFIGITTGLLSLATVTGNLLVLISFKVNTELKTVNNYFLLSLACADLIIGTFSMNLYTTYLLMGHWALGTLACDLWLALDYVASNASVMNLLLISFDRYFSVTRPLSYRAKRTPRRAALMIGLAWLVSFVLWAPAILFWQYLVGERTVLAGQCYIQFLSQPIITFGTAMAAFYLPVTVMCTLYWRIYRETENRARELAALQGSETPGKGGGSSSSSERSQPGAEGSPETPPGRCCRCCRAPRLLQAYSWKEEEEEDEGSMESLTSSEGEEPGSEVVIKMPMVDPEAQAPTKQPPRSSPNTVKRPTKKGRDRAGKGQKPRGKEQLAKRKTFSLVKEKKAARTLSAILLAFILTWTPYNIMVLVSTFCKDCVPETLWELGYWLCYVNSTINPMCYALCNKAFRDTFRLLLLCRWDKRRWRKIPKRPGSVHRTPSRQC
TAAR1 agonist: human TAAR1 agonism; Q96RJ0; CHO RD-HGA16 TAAR1, Fluo-8 calcium fluorescence; vehicle wells 0%, saturating PEA agonist 100%; activation, % at 3 µM; 0.99% of 360,000 active; AID 624467;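 active = activation above the mean activation of all test compounds in the run plus 3 SD, cut at about 38% in these data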
Target sequence (Q96RJ0 whole entry, looked up): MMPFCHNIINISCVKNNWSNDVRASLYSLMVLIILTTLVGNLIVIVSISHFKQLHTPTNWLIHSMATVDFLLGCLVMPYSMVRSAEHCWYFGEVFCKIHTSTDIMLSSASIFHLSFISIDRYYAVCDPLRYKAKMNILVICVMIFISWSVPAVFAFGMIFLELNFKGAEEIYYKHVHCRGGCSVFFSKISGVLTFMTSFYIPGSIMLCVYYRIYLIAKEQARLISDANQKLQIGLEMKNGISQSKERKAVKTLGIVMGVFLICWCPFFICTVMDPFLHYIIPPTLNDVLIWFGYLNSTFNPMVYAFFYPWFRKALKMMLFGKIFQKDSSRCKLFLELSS
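Test system: RD-HGA16 (CHO) cells co-expressing Gα16 and hTAAR1 | Doses: Single dose, 3 µM | Schedule: 17-24 h seeding, 75 min 37 °C dye, 30 min RT | Evaluation: % activation from peak over basal fluorescence ratio, DMSO-to-PEA scaled | Technique: Kinetic Fluo-8 calcium fluorescence | Benchmarks: Low control DMSO, high control PEA (EC100)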
CHO parental Ca: counter-screen: ATP calcium response change in parental CHO cells; parental CHO-K1, ATP-induced calcium, Fluo-8 fluorescence; inhibition, % at 5.6 µM; 0.63% of 330,000 active;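 active = inhibition above that plate's mean sample inhibition plus 3 SD, cut at about 26% in these data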;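 note: 0% = ATP-challenged DMSO wells and 100% = DMSO wells without ATP; some compounds past the cut are filed as inactive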
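Assay system – parental CHO cells · Reagent – ATP stimulus · Detection – intracellular calcium via Fluo-8 no-wash fluorescent dye · Evaluation – percent inhibition of ATP-evoked calcium rise, normalized to controls · Controls – ATP wells versus no-ATP DMSO wells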
CHO-K1 Ca ag: counter-screen for M1 agonists: effect in parental CHO-K1 cells; Fluo-8 calcium fluorescence; scaled to maximal ATP response, vehicle zero; activation, % at 3 µM; 0.48% of 360,000 active; in the data active = activation above about 15%;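 note: untransfected CHO-K1 host cells lacking M1 receptor as counterscreen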
M1 PAM: positive allosteric modulators of human M1 muscarinic receptor; AID 588819; activation, % at 3 µM; P11229; 0.088% of 360,000 active; CHO-K1 hM1, Fluo-8 calcium fluorescence, ACh EC20; 0% = ACh EC20, 100% = maximal ACh; in the data active = activation above about 19%, passing the limit was not always enough
CHO-K1 Ca antag: nonselective inhibitor or artifact in parental CHO-K1 cells. inhibition, % at 3 µM. 0.6% of 360,000 active. AID 602250. ATP-induced calcium, Fluo-8 fluorescence;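 active = inhibition above a per-plate cutoff, the plate's mean sample inhibition plus 3 SD, cut at about 24% in these data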;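 note: 0% = DMSO plus EC80 ATP and 100% = DMSO alone without ATP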
CHRM1 agonist: agonists of human M1 muscarinic receptor. P11229. CHO-K1 hM1, Fluo-8 calcium fluorescence, agonist mode; 0% DMSO, 100% acetylcholine EC100. activation, % at 3 µM. 0.33% of 360,000 active. AID 588814;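 active = activation above the run's mean compound activation plus 3 SD, cut at about 16% in these data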;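 note: peak over basal fluorescence ratio within a 140 s kinetic read after compound addition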
TAAR1 antagonist: human TAAR1 antagonism | Q96RJ0 | CHO RD-HGA16 TAAR1, Fluo-8 calcium fluorescence, antagonist | inhibition, % at 3 µM | 1.5% of 360,000 active;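 active = inhibition above a per-plate cutoff, the mean inhibition of test compounds on that plate plus 3 SD, cut at about 49% in these data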;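 note: 0% = DMSO plus EC80 beta-PEA response and 100% = DMSO alone without agonist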
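Test system: RD-HGA16 CHO cells with stable hTAAR1 and Gα16 / Probe or stimulus: EC80 β-phenethylamine stimulus / Times: seeding 17-24 h prior, 75-min 37 °C, 30-min RT dye loading / Detection: Fluo-8 calcium-sensitive fluorescence / Read-out basis: % inhibition scaled between DMSO and EC80 PEA controls / Repeats: singlicate, one well per test compound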
CHO-K1 Ca PAM: M1 PAM counterscreen hit in parental CHO-K1 cells; ATP EC20, Fluo-8 calcium fluorescence; 0% at ATP EC20, 100% at ATP max; activation, % at 3 µM; 0.02% of 360,000 active;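 active = activation above the run cutoff, the mean activation of all test compounds plus 3 SD, cut at about 40% in these data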;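 note: peak over basal fluorescence ratio in a 140 s read after ATP addition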
Starred values were filed as active, the others as inactive; nt = no result given.

SMILES	M1 antag	TAAR1 agonist	CHO parental Ca	CHO-K1 Ca ag	M1 PAM	CHO-K1 Ca antag	CHRM1 agonist	TAAR1 antagonist	CHO-K1 Ca PAM
C/C(=N\NC=O)c1ccncc1	-5	1	-1	0.1	12	-6	0	1	1
CCCCCCCC(=O)OCC(COC(=O)CCCCCCC)OC(=O)CCCCCCC	-7	0	-6	0.5	4	-16	0	7	3
CN(C)S(=O)(=O)c1cccc(NC(=O)c2ccc3c(c2)S(=O)(=O)N=C2CCCCCN23)c1	-2	1	11	-0.4	10	6	7	8	-4
Cc1cccc(C(=O)N[C@H](C(=O)Nc2nccs2)C(C)C)c1	-8	5	-15	0.3	11	0	-8	-7	16
COc1cc(/C=N/NC(=O)c2cc(C34CC5CC(CC(C5)C3)C4)[nH]n2)ccc1O	-4	25	-2	4.9	9	-10	0	46	19
COc1cc(/C=N/O)ccc1Oc1cnccn1	-14	0	-8	-0.3	9	-9	-3	0	1
CC[C@]12c3[nH]c4cc(-c5ccco5)ccc4c3CCN1C(=O)[C@@H](CC(=O)NCCc1ccccn1)C[C@@H]2C(=O)N1CCN(C(=O)c2ccco2)CC1	-9	14	-21	0.1	3	-11	-7	-9	30
N#Cc1c(-c2ccccc2)nc(SCc2cccc(C(F)(F)F)c2)[nH]c1=O	-15	2	-8	0.2	9	-25	-4	-8	0
Cn1c(=O)c2c(nc(CN3CCN(c4ccc(F)cc4)CC3)n2Cc2ccccc2F)n(C)c1=O	5	5	1	-0.1	2	-2	0	7	5
CCCc1nnc(SCC(=O)Nc2ccccc2Cl)n1CC1CCCO1 (stereo not drawn)	-7	-4	-21	-0.2	12	5	6	2	1
C=CCNC(=O)/C(C#N)=C/c1ccc(C(=O)O)cc1	-7	2	-6	2.3	9	-11	-4	-21	21
c1ccn2c(SCc3cn4ccsc4n3)nnc2c1	-7	2	-6	-0.2	8	1	-5	-3	7
Cc1ccc(NC(=O)C2CC(=O)N/C(=N/N=C/c3ccco3)S2)cc1 (stereo not drawn)	-4	0	-5	0.0	2	19	3	-13	-15
COC(=O)[C@@H]1C[C@@H]2CC[C@@H](O)C[C@@H]2N1Cc1ccc(C(F)(F)F)cc1	2	0	-11	-0.3	-4	1	-2	6	-7
NC(C(=O)O)C1ON=C(Cl)C1O (stereo not drawn)	2	0	nt	0.4	-5	-6	0	7	12
CCOC(=O)N1CCN(Cc2nc3c(c(=O)[nH]c(=O)n3C)n2Cc2cc(C)ccc2C)CC1	-5	nt	-10	0.2	3	-21	-3	nt	7
Cc1ccc(NC(=O)C2CCN(C(=O)c3ccccc3C)CC2)nc1	-2	3	16	0.0	8	-2	1	-14	-10
O=C(O)c1cccc(Sc2cc(Cl)ccc2C(=O)O)c1	10	1	-7	0.5	-2	-11	-1	15	11
CCC1(C)Cc2ccccc2-c2c1c(=O)n(Cc1ccccc1)c1nnnn21 (stereo not drawn)	-2	11	-7	0.6	3	-9	-3	-33	12
CCOc1nc(-c2ccccc2)ccc1-c1noc(-c2ccncc2)n1	-13	0	-9	0.2	7	6	-2	-2	-4
COc1cccc(NC(=O)CSc2nnc(Cn3nnc4ccccc43)n2C)c1	-10	2	-16	0.7	9	-5	-6	-21	9
COc1ccccc1OCCOCCOc1ccccc1Cl	0	6	-18	0.9	0	-12	-5	-12	11
c1ccc2c(c1)OCc1cn[nH]c1-2	2	0	-6	0.0	0	8	-4	-3	-16
C=CCN(CC(O)c1cccc([N+](=O)[O-])c1)C(C)CCc1ccccc1 (stereo not drawn)	39*	0	-22	0.1	-24	-4	-7	0	4
Cc1ccc(OCC(=O)NC(=S)Nc2ccc(Br)c(C)n2)cc1	-5	9	4	0.1	6	3	3	-7	-8

Entries from the list above that have fluorine (3):
SMILES	M1 antag	TAAR1 agonist	CHO parental Ca	CHO-K1 Ca ag	M1 PAM	CHO-K1 Ca antag	CHRM1 agonist	TAAR1 antagonist	CHO-K1 Ca PAM
N#Cc1c(-c2ccccc2)nc(SCc2cccc(C(F)(F)F)c2)[nH]c1=O	-15	2	-8	0.2	9	-25	-4	-8	0
Cn1c(=O)c2c(nc(CN3CCN(c4ccc(F)cc4)CC3)n2Cc2ccccc2F)n(C)c1=O	5	5	1	-0.1	2	-2	0	7	5
COC(=O)[C@@H]1C[C@@H]2CC[C@@H](O)C[C@@H]2N1Cc1ccc(C(F)(F)F)cc1	2	0	-11	-0.3	-4	1	-2	6	-7

(list continues)
SMILES	M1 antag	TAAR1 agonist	CHO parental Ca	CHO-K1 Ca ag	M1 PAM	CHO-K1 Ca antag	CHRM1 agonist	TAAR1 antagonist	CHO-K1 Ca PAM
O=C(NCC(c1ccco1)N1CCCC1)c1ccccc1F (stereo not drawn)	-9	-1	4	0.1	4	-5	-7	8	17
CC(C)n1cc(CN2CCC(Oc3ccc(C(=O)N4CCCCC4)cc3)CC2)cn1	-13	2	nt	0.7	5	1	-4	-5	7
Cn1nc(C(=O)OCCN2C(=O)c3ccccc3C2=O)c2ccccc2c1=O	-7	11	-11	0.9	7	8	5	17	-2
CCc1nc2ccc(C(=O)N3CCN(C(C)=O)CC3)cn2c1N(CC)C(C)=O	-2	0	nt	-0.3	0	6	-2	2	-3
O=C(CSc1ccc2c(c1)OCCO2)Nc1ccc(Br)cn1	-9	-2	-9	3.4	4	-7	-4	-5	-3
CCn1c(SC)nnc1-c1nn(-c2ccccc2)ccc1=O	0	0	0	-0.1	3	-3	-2	1	7
Cc1nn(Cc2ccc(C(=O)NC(C)(C)C)o2)c(C)c1Br	17	10	10	5.6	-4	2	0	5	15
c1ccc(CC2CCN(Cc3nc(-c4ccccc4)no3)CC2)cc1	-6	4	-6	-0.6	-4	2	-5	6	-6
O=C(Nc1cccc(-c2nnc(-c3ccccc3)o2)c1)C1CCCCC1	0	11	-20	0.5	5	-7	-4	10	15
COc1ccc(N(C(=O)c2ccncc2)S(=O)(=O)c2cccs2)cc1	-1	6	-10	0.6	11	-9	-1	-7	19
CCCNC(=S)Nc1ccc(CC(=O)OC)cc1	-7	1	1	0.2	8	-2	-7	-21	18
Cc1ccc(S(=O)(=O)N(C)C)cc1NC(=O)COC(=O)/C=C/c1cnc2ccccc2n1	-6	-1	-22	0.5	6	-19	-3	-15	19
O=C(/C=C/c1c(Cl)cccc1Cl)NCCCn1ccnc1	-6	3	-11	0.2	9	-6	-6	-40	10
COc1ccc(S(=O)(=O)N(CC(=O)NN=C2CCN(C)CC2)c2ccc(C)cc2)cc1OC	-4	0	-23	0.8	6	-7	-1	-18	3
S=C(NCc1ccco1)N1CCN(Cc2ccco2)CC1	-7	1	-7	0.5	12	-5	-4	8	21
Cc1ccc(S(=O)(=O)N2C[C@H]3C(=O)C[C@@H](c4ccccc4)N(S(=O)(=O)c4ccc(C)cc4)[C@H]3C[C@H]2c2ccccc2Cl)cc1	1	0	nt	0.5	-1	7	-3	0	11
Cc1ccc(-c2nc3cccnc3s2)cc1NS(=O)(=O)c1ccc2c(c1)OCCO2	6	9	-15	1.4	-6	-2	-2	59*	-5
CCn1c2ccccc2c2cc(N=C3SC(CC(=O)Nc4ccccc4)C(=O)N3C)ccc21 (stereo not drawn)	-4	14	-12	0.0	2	-4	-1	-26	0
CCOC(=O)c1sc(NC(=O)c2sc(C)nc2C)nc1C	-7	3	-8	0.0	19	-5	1	-4	0
COc1ccccc1CSc1nc2c(c(=O)n(C)c(=O)n2C)n1C	-7	8	nt	0.3	7	0	-2	-1	-18
Cn1c(=N)n(CC(=O)c2ccc(Br)s2)c2ccccc21	-8	2	-19	0.3	8	-5	-6	2	16
O=C1c2ccccc2C(=O)N1S(=O)(=O)c1ccccc1	-11	0	-1	2.5	3	-8	-2	7	-6
CNc1cncc(-c2ccc(CN3CCOCC3)cc2)n1	-7	1	nt	0.1	1	18	-2	-24	-6
O=C(CCS(=O)(=O)c1ccc(Cl)cc1)Nc1nccs1	-6	0	nt	0.6	9	6	-1	-8	-14
CC(=O)c1cccc(-c2ccnc3c2CC(C(=O)Nc2ccc(Cl)c(C(F)(F)F)c2)O3)c1 (stereo not drawn)	-10	1	nt	1.2	2	-10	2	7	6
The listing continues:
SMILES	M1 antag	TAAR1 agonist	CHO parental Ca	CHO-K1 Ca ag	M1 PAM	CHO-K1 Ca antag	CHRM1 agonist	TAAR1 antagonist	CHO-K1 Ca PAM
CCn1cc(/C=C(\NC(=O)c2ccccc2F)C(=O)N2CCN(C)CC2)c2ccccc21	-8	5	nt	0.8	13	15	3	-25	-14
S=C1NC(c2ccccc2)N2C(=S)NC(c3ccccc3)N12 (stereo not drawn)	-7	13	4	-0.1	9	-8	-4	-1	0
Cc1sc(-c2cccnc2)nc1OC(=O)C1CC1	-4	2	-21	-0.3	10	-7	-10	1	20
CC(=O)C1=C(c2ccccc2)OC(N)=C(C#N)C1c1ccc(O)cc1 (stereo not drawn)	6	4	-8	0.5	-5	-15	-5	4	-3
COC(=O)c1ccc(Sc2ccc(C)cc2)c(N)c1	2	3	-2	0.0	-3	-1	-4	-5	18
Cc1cc(C)c2c(=O)[nH]cnc2n1	-5	1	7	0.1	6	-1	-3	4	5
NC(=O)c1cc(S(=O)(=O)NCc2ccccc2)cs1	-8	4	-13	0.8	4	-6	-2	-9	-5
O=C(CCCCCCCC(=O)c1ccccc1)c1ccccc1	-7	2	-10	0.2	2	10	-4	20	-12
CCOC(=O)N1CCC(NC(=O)c2cc(-c3ccc(F)cc3)[nH]c2C)CC1	-10	12	-29	3.3	5	-1	0	-11	4
CCOC(=O)C1CCCN(C(=O)c2cccs2)CC1 (stereo not drawn)	-17	0	nt	0.2	8	3	-3	0	-6
O=C(Cn1cnc2c(nnn2Cc2ccccc2)c1=O)NCc1ccccc1Cl	-18	4	-8	2.2	1	-16	-4	-6	16
COc1cc(OC)c(OC)cc1CNC(=O)c1ccc(S(=O)(=O)N2CCCCC2)cc1	0	0	-13	2.2	-2	-7	-4	5	-18
CC1CCN(C(=O)COC(=O)CSc2ccc(C(N)=O)cc2[N+](=O)[O-])CC1	-1	1	-18	3.2	-1	-8	-3	-4	4
CCCn1c(N)c(C(=O)CSc2nnc(C3CC3)n2C2CC2)c(=O)[nH]c1=O	-4	2	-2	-0.5	16	8	1	-12	-12
CCN(CC)c1cc2c(c3c1ccn3C)C1CCC2O1 (stereo not drawn)	-5	3	nt	-0.1	12	10	3	-9	3
C=CCn1c(SCC(=O)NC2CCS(=O)(=O)C2)nc2scc(C3CC3)c2c1=O (stereo not drawn)	-5	4	-18	5.5	5	-1	-4	-3	18
COc1cccc(OCc2nn[nH]n2)c1	-5	0	2	0.5	0	-6	-3	7	6
COc1ccccc1N(C)c1cc2c(c3c1ccn3C)C1CCC2O1 (stereo not drawn)	-10	4	nt	0.2	7	2	-6	-1	8
CSc1ccccc1NC(=O)CSc1nncs1	-10	6	-3	0.6	6	-9	-3	19	17
COc1ccc(N2CCN(C(=O)c3ccc(C)cc3Cl)CC2)cc1	18	4	-11	1.2	-12	1	-1	8	-12
CSc1cccc(NC(=O)C2CCCN2S(=O)(=O)c2ccc(Br)s2)c1 (stereo not drawn)	-9	10	-7	2.3	4	-10	-4	-2	20

Screening data: PubChem BioAssay, The Scripps Research Institute Molecular Screening Center
